Wnt act = activators of Wnt/beta-catenin signaling. Wnt/beta-catenin reporter cell assay, activator, plate reader. 1.2% of 300,000 active. activation, % at 9.35 µM; in the data active = activation above about 30%, passing the limit was not always enough; inconclusive = no clear call, values can overlap the other calls;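 note: 0% = neutral control wells and 100% = positive control wells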
Arr AP2 block = human beta-arrestin and AP2 interaction inhibition. 0.31% of 340,000 active. inhibition, % at 10 µM. FITC-arrestin peptide / GST-AP2 beads, flow cytometry; AP2 beta2 appendage carries R879A mutation;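 active = inhibition above a set limit, near 3 SD of compounds lacking own fluorescence, cut at about 54% in these data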;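 note: plate controls were DMSO wells for no effect and 5 µM unlabelled arrestin peptide for full effect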
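Test system: GST-tagged AP2 beta2-adaptin appendage (R879A) on 4 µm glutathione beads; also added: fluorescein-tagged arrestin peptide at 50 nM final; timing: 12 min plus 1 h, RT; signal: flow cytometry, FL1 (488/535 nm); read-out: percent drop in bead-associated FITC signal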
Cardiac RTF inh = cardiac RTF calcium desensitization | P19429+P45379 | IANBD-labeled cardiac RTF, Ca2+ fluorescence | inhibition, % at 7.15 µM | 0.12% of 340,000 active | AID 493244;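 active = inhibition above the mean inhibition of all tested compounds plus 3 SD, cut at about 17% in these data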;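 note: assay run at fixed EC70 calcium of 1.6 mM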
DSG3 Ab inh = inhibitors of pemphigus antibody binding to human desmoglein-3; P32926; DSG3-coupled beads, scFv-anti-DSG3-GFP binding, flow cytometry; hits give low values; binding (percent of control), % at 10 µM; 0.48% of 310,000 active;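 active = binding more than 3 SD below its plate's average and above zero; inconclusive = below that plate limit but binding exactly zero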;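 note: hits lower antibody fragment binding to DSG3; some compounds called inactive have numbers as strong as hits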
Target sequence (P32926 whole entry, looked up, the tested form may be a part): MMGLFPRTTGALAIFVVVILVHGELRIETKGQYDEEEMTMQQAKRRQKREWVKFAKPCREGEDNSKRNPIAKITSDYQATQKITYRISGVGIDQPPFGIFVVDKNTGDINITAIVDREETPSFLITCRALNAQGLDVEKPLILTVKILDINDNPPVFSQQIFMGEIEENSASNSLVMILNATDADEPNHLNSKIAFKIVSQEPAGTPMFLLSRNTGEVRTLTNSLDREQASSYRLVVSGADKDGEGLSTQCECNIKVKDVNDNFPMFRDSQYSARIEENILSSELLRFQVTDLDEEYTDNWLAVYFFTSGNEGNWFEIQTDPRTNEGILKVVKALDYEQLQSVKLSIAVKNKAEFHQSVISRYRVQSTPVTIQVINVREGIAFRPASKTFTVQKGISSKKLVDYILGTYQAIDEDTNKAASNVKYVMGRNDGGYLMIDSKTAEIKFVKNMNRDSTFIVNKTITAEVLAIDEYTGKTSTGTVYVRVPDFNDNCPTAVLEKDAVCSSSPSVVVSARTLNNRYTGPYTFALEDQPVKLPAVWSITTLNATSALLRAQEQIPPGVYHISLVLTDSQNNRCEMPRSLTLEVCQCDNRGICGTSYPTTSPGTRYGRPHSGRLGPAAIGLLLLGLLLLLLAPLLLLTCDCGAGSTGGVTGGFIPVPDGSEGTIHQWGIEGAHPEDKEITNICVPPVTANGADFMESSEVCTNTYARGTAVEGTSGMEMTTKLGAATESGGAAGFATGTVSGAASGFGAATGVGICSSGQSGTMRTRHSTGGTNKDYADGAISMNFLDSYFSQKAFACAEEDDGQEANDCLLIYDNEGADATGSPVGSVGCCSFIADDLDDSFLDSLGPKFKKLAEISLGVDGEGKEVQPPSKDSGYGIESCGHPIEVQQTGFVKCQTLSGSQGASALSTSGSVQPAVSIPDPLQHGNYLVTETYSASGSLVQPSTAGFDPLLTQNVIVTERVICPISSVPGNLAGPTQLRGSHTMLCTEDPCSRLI
OPRM1-OPRD1 inv = inverse agonist of human OPRM1-OPRD1 heterodimerization; inhibition, % at 9.3 µM; P35372+P41143; 0.21% of 340,000 active; cell-based MOR-DOR heterodimer luminescence, inverse agonism; in the data active = inhibition above about 22%, passing the limit was not always enough;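 note: 0% = cells with DMSO and 100% = wells without cells with DMSO; values of inactives mirror those of a sister screen read the other way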
C-LANA FP = inhibitors of KSHV LANA C-terminal domain DNA binding | AID 504423 | 0.078% of 340,000 active | MBP-C-LANA/FAM-LBS DNA binding, fluorescence polarization | inhibition, % at 9 µM;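 active = highest replicate inhibition at or above 60% at 9 µM, even if other replicates fall short; inactive = all replicates below 60% inhibition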;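 note: 0% = neutral control wells and 100% = 4 µM acridine orange control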
Keap1-Nrf2 PPI = Keap1-Nrf2 (human) interaction inhibition; inhibition, % at 9.4 µM; 0.15% of 340,000 active; Keap1 Kelch-Nrf2 peptide fluorescence polarization, 1536-well; AID 504523; Q14145; in the data active = inhibition above about 12%; inconclusive = no clear call, values can overlap the other calls; inactive = below about 7.3%;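 note: human Keap1 Kelch domain with fluorescein labeled Nrf2 9mer peptide probe; 0% = neutral control wells and 100% = peptide positive control; higher means more block of Keap1 binding to Nrf2 peptide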
MOR-DOR ag = agonists of human mu-delta opioid receptor heterodimerization | P35372+P41143 | cells, OPRM1-OPRD1 heterodimerization, luminescence | activation, % at 9.3 µM | 0.3% of 340,000 active | AID 504326; in the data active = activation above about 18%;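 note: 0% = vehicle-treated cells and 100% = reference agonist; values of inactives mirror those of a sister screen read the other way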
V-ATPase pH = regulators of yeast V-ATPase proton transport; response, % at 10 µM; 0.37% of 350,000 active; S. cerevisiae, pHLuorin cytosolic pH fluorescence; in the data active = response mostly above about 7.3%, no sharp cut-off; inactive = mostly below about 5.4%; note: actives read high; inactives centre near 0; some compounds called inactive have numbers as strong as hits; reference of the scale not given here
cardiac RTF act = increases calcium sensitivity of human cardiac regulated thin filaments | P19429+P45379 | activation, % at 7.2 µM | IANBD-labeled TnC RTF fluorescence at EC20 calcium; 0% EC20 calcium, 100% full calcium | 0.24% of 340,000 active | AID 493008;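 active = activation above the mean over all tested compounds plus 3 SD, cut at about 30% in these data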;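 note: rise in fluorescence read as greater calcium sensitivity of cardiac thin filaments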
* = called active by the depositor; ? = inconclusive; . = not tested or not shown.

structure,Wnt act,Arr AP2 block,Cardiac RTF inh,DSG3 Ab inh,OPRM1-OPRD1 inv,C-LANA FP,Keap1-Nrf2 PPI,MOR-DOR ag,V-ATPase pH,cardiac RTF act
CCn1c2ccc(C)cc2c2nnc(SCCN3CCCCC3)nc21,0,0,-4,100,3,-1.0,1,-0.7,-1,-10
O=C1CC(C2CCCO2)C(=O)N1c1ccc(Cl)c(Cl)c1 (centres undefined),-1,-12,-9,128,-2,-0.7,2,0.3,8,-3
CCOC(=O)CSC1=NC(=O)/C(=C\c2ccc(Cl)cc2)S1,.,17,-6,.,10,-9.4,-5,-1.9,11*,8
Cc1cccc(OCCCCc2c(C)n[nH]c2C)c1,.,2,-6,109,-30,2.0,1,5.5,2,2
Cc1cc(Br)ccc1NC(=O)CN(C)C(=O)C1CCN(C(=O)c2ccc(Cl)cc2)CC1,-3,7,-6,.,6,1.7,-5,-1.5,-3,-3
O=C(COC(=O)c1cc[n+]([O-])cc1)NCc1ccccc1Cl,-1,34,0,106,20,1.1,1,-4.3,1,3
CCOC(=O)C1C(=O)NC(N2CCN(c3ccccc3)CC2)=NC1c1ccccc1 (centres undefined),.,-6,-4,107,-13,0.4,-2,2.4,0,10
O=c1cc(COc2ccc(Cl)c(Cl)c2)nc2sccn12,?,3,-6,98,6,0.6,-1,-1.1,-1,-1
CC(=O)C1C(c2ccccc2OC(F)F)NC(=O)NC1(O)C(F)(F)F (centres undefined),-2,7,-5,80,5,4.2,-3,-0.7,-2,-5
O=S(=O)(N/N=C\c1ccc2c(c1)OCO2)c1ccc(F)cc1,-2,-4,-14,102,16,0.5,-4,-2.9,3,-3
CC(=O)c1sc2c(c1N)c(=O)[nH]c(=O)n2-c1ccccc1,2,11,4,119,11,1.2,-4,-2.4,0,-5
Cc1ccc(S(=O)(=O)N(CC(=O)Nc2ccccc2C(=O)O)c2ccccc2C)cc1,-2,17,-3,101,13,-0.5,-1,-2.3,-3,3
COCCN(C(=S)Nc1cc(C)cc(C)c1)C(C)c1cccnc1 (centres undefined),0,4,-5,109,-5,2.2,-1,1.0,0,5
COc1ccc(/C(N)=N/OC(=O)Cc2cccs2)cc1OC,16,11,-7,97,3,0.0,-6,-0.5,0,-2
O=C(NC1CCN(Cc2ccccc2)CC1)C(NS(=O)(=O)c1cccc2nsnc12)c1ccccc1 (centres undefined),0,4,-3,101,8,1.6,2,-1.6,-3,-6
OCCCNc1nc(-c2ccc(Cl)cc2)nnc1-c1ccccc1,.,8,-7,106,-4,1.4,-3,0.9,2,13
O=C(O)C1CC1c1ccc(Br)cc1 (centres undefined),-2,-10,-4,98,13,0.2,-5,-2.2,-1,-2
O=C(CSc1nnc(C2COc3ccccc3O2)o1)NC1CCCCC1 (centres undefined),5,-1,-2,107,11,1.7,1,-2.2,0,0
C/C(=N\Nc1ccc(Cl)c(Cl)c1)c1ccc(-n2ccnc2)cc1,.,6,14,90,-12,-3.2,-3,2.4,2,-7
O=C(NC(=S)Nc1ccccc1OC(F)F)c1ccc2c(c1)OCO2,-2,3,-7,96,-21,1.0,6,5.4,0,4
CN(C)CCOCCOc1ccccc1-c1ccccc1,.,7,-5,101,10,-0.6,1,-2.0,5,-1
CCn1c(SCC(=O)NC2CC2)nnc1-c1ccc(C)cc1,0,2,1,112,12,-0.4,-1,-2.9,1,-5
CS(=O)(=O)Nc1ccc(N2CCN(c3ccc(C(F)(F)F)cn3)CC2)nc1,-3,3,4,108,9,-19,-3,-1.7,0,-6
COc1ccc(Nc2ncnc3c2cnn3-c2ccccc2)cc1OC,3,1,-6,104,8,2.5,3,-1.4,11*,-2
CCOC(=O)N1CCN(C(=O)CSc2nnc(-c3cccc(OC)c3)o2)CC1,1,1,1,107,18,-1.3,-3,-4.2,-1,0
COc1ccc(CCNC(=O)c2cc(=O)c3cc(C)ccc3o2)cc1OC,-2,7,-10,85,10,0.8,-4,-2.1,3,0
CC1CCCCC1NC(=O)CSc1nnc(CNC(=O)c2ccccc2)n1C (centres undefined),.,22,7,83,15,-2.2,1,-2.3,-3,-7
CCC(=O)OCC(=O)N=c1sccn1Cc1ccc(C)cc1,8,25,1,99,10,-0.3,3,-1.5,-2,-5
COc1ccc(C)cc1Nc1n[n+](-c2ccccc2)c(-c2ccc(NC(C)=O)cc2)s1,6,-2,0,121,15,-1.4,-8,-2.6,2,4
CC/C(C)=N/NS(=O)(=O)c1ccc(C)c([N+](=O)[O-])c1,4,-1,-6,102,8,0.8,0,-1.6,-1,4
COc1ccccc1C1CCN(Cc2c(C)[nH]c3ccccc23)CC1,0,-3,-2,109,10,-2.5,2,-2.0,-1,-2
c1ccc2c(c1)[nH]c1c(N3CCN(C4CCCCC4)CC3)ncnc12,10,-7,-9,100,10,-1.1,-4,-1.5,3,-5
CN(CC(=O)Nc1ccccc1Cl)C(=O)COC(=O)C1CCN(c2ccc(C(F)(F)F)cn2)CC1,1,10,-2,98,0,-0.4,-3,-0.1,-6,-14
CCn1c(=O)cc(OCC(=O)NCC2CCCO2)c2ccccc21 (centres undefined),-3,7,1,.,12,-0.4,-4,-2.4,-3,-1
O=C1CCC/C(=N/NC(=O)c2ccc(CN3c4cccc5cccc(c45)S3(=O)=O)cc2)C1,-1,21,0,123,11,1.4,-3,-2.1,2,-2
CC(C)(C)N1CC(c2nc3ccccc3n2Cc2ccc(Cl)cc2)CC1=O (centres undefined),.,16,-11,100,-19,-1.4,-2,3.5,-3,-2
Brc1ccc(N/N=C(/N=Nc2nn[nH]n2)c2ccccc2)cc1,5,12,8,95,-9,1.6,-7,1.7,0,-4
CCOC(=O)c1cnc2ccc(Br)cc2c1NCCCN1CCOCC1,4,-2,-7,93,2,-1.7,-3,-0.5,-2,-4
CN(C)CC(C)(C)CNC(=S)Nc1cc(S(=O)(=O)N2CCOCC2)ccc1Cl,1,-8,-3,107,3,-0.5,0,-0.6,2,2
CCOC(=O)N1CCN(C(=S)Nc2ccc(C)c(C)c2)CC1,-4,7,10,87,13,-2.2,0,-2.5,-4,-8
COc1ccc(NC(=O)c2cc(Cl)ccc2NC(=O)c2ccco2)c(OC)c1,-3,2,-2,104,7,-0.3,-7,-1.2,-2,5
Cc1cc2oc(=O)cc(CN3CCCc4ccccc43)c2cc1C,.,7,-28,179,5,0.5,-3,-1.0,10,15
CNc1nc(Nc2ccc(Br)cc2)nc(N)c1[N+](=O)[O-],.,6,-9,51*,-35,1.9,-3,7.3,1,3
Cc1ccc(CCN2CC(C(=O)N3CCN(c4ccc(F)cc4)CC3)CC2=O)cc1 (centres undefined),-5,-8,-3,101,2,2.7,0,-0.3,2,-10
CCOc1ccc(N2CC(C(=O)Nc3cccc(C(=O)NC4CC4)c3)CC2=O)cc1 (centres undefined),1,-9,-8,.,-5,2.2,-3,1.3,-3,0
CCOC(=O)C1C(c2cccs2)NC(=O)N(C)C1(O)C(F)(F)F (centres undefined),1,6,-6,98,0,0.0,5,-0.1,0,-2
Cc1ccnn1-c1ccc(C(=O)NCc2ccccc2CN2CCOCC2)cc1,0,-5,-3,100,16,-1.2,2,-3.2,-3,0
Cc1nn(-c2ccc(C(=O)Nc3nnc(C4CC4)s3)cc2)c(C)c1Cl,-5,-4,0,.,9,1.1,2,-2.3,-4,-5
CCCOc1cccc(C(=O)NCCNC(=O)c2cnccn2)c1,16,2,-3,.,-2,-1.3,-3,0.2,1,3
Cc1[nH]c(-c2ccc(F)cc2)cc1C(=O)N1CCN(c2ccc(Cl)cc2)CC1,-3,-17,-4,92,-29,-1.2,0,5.0,2,0

More results
structure,Wnt act,Arr AP2 block,Cardiac RTF inh,DSG3 Ab inh,OPRM1-OPRD1 inv,C-LANA FP,Keap1-Nrf2 PPI,MOR-DOR ag,V-ATPase pH,cardiac RTF act
COc1ccc(S(=O)(=O)N2CCCC(C(=O)O)C2)cc1 (centres undefined),2,-2,1,103,12,-1.3,-4,-2.1,0,5
CCC(=O)N(CCc1ccc(S(N)(=O)=O)cc1)C1CC(=O)N(c2ccc(OC)cc2)C1=O (centres undefined),-2,-1,-5,110,3,0.0,-6,-0.6,2,9
COc1ccc(C(=O)CSc2nnc(C3CCCCC3)n2N)c(OC)c1,.,5,7,94,5,0.0,2,-1.2,-1,-6
Brc1ccc(-c2csc3[n+]2CCCCC3)cc1,1,-9,-1,102,6,-2.9,-3,-1.2,-1,4
CC(=O)C[C@H](O)CC(=O)[C@@H]1OC(=O)CCCCC/C=C/Cc2ccccc21,-1,34,-7,100,1,6.9,8,-0.2,-1,-11
COC(=O)C1=C(C)NC(=O)NC1c1ccccc1Cl (centres undefined),4,14,-11,103,10,-0.8,1,-1.9,5,2
COc1ccc(C(=O)CC(=O)C(=O)Nc2ccccc2OC)cc1,0,11,-9,107,8,-2.7,-3,-1.7,1,-3
CCC[C@@H](CNC)NC[C@H](Cc1ccccc1)NCCCCc1ccccc1,-24,20,-8,100,-27,-0.1,3,5.0,6,2
O=C(Nc1ccc(Cc2ccncc2)cc1)c1ccc(Br)o1,2,-1,-8,102,15,0.6,-2,-2.8,0,1
CC(=O)N1CCN(S(=O)(=O)c2ccc(S(=O)(=O)N3CCCC(C)C3)cc2)CC1 (centres undefined),-4,-4,5,116,16,-1.8,-5,-2.9,-5,-3
COC(=O)C1CCCN1C(=O)COc1ccc(Br)cc1Cl (centres undefined),0,8,-4,102,-2,-0.1,-2,0.6,-2,8
CCCc1oc(C(=O)O)cc1CN1CCCC1,-2,-49,-4,102,10,1.4,-3,-1.8,0,-3
Cn1c(=O)c2c(nc(NCCO)n2CCCc2ccccc2)n(C)c1=O,15,29,-2,97,0,-3.3,-1,0.0,9,2
CCNC(=O)COc1ccc(Br)cc1Cl,11,6,-13,101,-40,-1.3,-3,7.4,1,-12
Cc1cccc(OCC(=O)NNc2c3ccccc3nc3ccccc23)c1,-3,1,2,100,-11,1.2,-2,2.1,4,3
CC(C)(C)C1CCC(C(=O)OCC(=O)N2CCN(C(=O)c3ccco3)CC2)CC1 (centres undefined),-1,12,7,109,11,-1.8,-14,-2.3,2,-6
O=C(COc1ccc(Br)cc1)N1CCN(c2ccccc2)CC1,.,2,-10,109,-19,-1.3,-1,3.3,-3,2
CCn1c(COC(=O)CNC(=O)c2cc(OC)c(OC)c(OC)c2)nc2cc(S(=O)(=O)N(C)C)ccc21,1,6,0,102,19,0.2,-4,-3.9,-1,3
